APOBEC3G inh: blocks human APOBEC3G single-stranded DNA deamination. Q9HC16. inhibition, % at 20 µM. actives 0.28% (n = 330,000). recombinant A3G, ssDNA deamination FAM/TAMRA fluorescence;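 active = inhibition of at least 40% at 20 µM, with no more than 30% in the related APOBEC3A deaminase screen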;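 also: plate controls were DMSO wells with A3G for no effect and wells lacking A3G enzyme for full effect; some compounds called inactive have numbers as strong as hits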
Target sequence (Q9HC16 whole entry, looked up): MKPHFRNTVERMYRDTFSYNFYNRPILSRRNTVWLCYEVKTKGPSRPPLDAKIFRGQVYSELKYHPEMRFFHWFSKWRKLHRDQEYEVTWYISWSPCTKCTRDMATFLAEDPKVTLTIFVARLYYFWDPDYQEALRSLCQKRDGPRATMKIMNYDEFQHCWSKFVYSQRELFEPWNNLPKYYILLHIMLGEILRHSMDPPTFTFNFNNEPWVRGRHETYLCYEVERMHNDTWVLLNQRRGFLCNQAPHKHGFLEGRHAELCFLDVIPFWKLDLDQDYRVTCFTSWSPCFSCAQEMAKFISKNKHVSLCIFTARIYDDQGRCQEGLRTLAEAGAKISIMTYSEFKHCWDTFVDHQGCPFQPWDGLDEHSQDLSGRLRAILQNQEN
UBC13 inh: inhibitors of human UBC13 polyubiquitin chain formation; TR-FRET; inhibition, % at 20 µM; actives 0.47% (n = 330,000); in the data active = inhibition above about 45%, passing the limit was not always enough; inconclusive = no clear call, values can overlap the other calls
SENP8 block-1: inhibitors of human SENP8 protease | actives 0.64% (n = 360,000) | inhibition, % at 20 µM | Q96LD8 | AID 602440 | recombinant SENP8, Nedd8 substrate fluorescence; in the data active = inhibition mostly above about 40%, no sharp cut-off; inactive = mostly below about 27%
Apaf1 inhib: blocks human Apaf-1 apoptosome activity. actives 0.71% (n = 330,000). O14727. reconstituted apoptosome caspase-3 activity, DEVD-Rh110 fluorescence. inhibition, % at 20 µM; active = inhibition of at least 40% at 20 µM;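 also: plate controls were DMSO wells for no effect and DEVD-CHO caspase inhibitor wells for full effect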
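System – cell-free apoptosome with Apaf-1, procaspase-3 and caspase-9 · Buffer or medium – pH 7.5 Hepes buffer with CHAPS, BSA, DTT · Also added – cytochrome c with DEVD-Rh110 · Times – 30 min compound preincubation, 50 min activation, room temperature · Technique – Rh110 fluorescence intensity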
SENP6 block: SENP6 protease inhibition | inhibition, % at 10 µM | Recombinant SENP6 catalytic domain, aminoluciferin luminescence | actives 1.8% (n = 330,000) | Q9GZR1;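 active = inhibition above about 50% at the single tested dose, limit read from the data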;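 also: plate controls were DMSO wells with enzyme for no effect and DMSO wells lacking enzyme for full effect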
SENP7 block: SENP7 protease inhibition; Q9BQF6; recombinant SENP7, Z-RLRGG-aminoluciferin luminescence, 40 min; inhibition, % at 5 µM; actives 1.5% (n = 330,000);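 active = inhibition above about 50% at the single test dose, limit read from the data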;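 also: plate controls were DMSO with enzyme for no effect and no enzyme buffer wells for full effect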
Target sequence (Q9BQF6 706-1050 limits assumed): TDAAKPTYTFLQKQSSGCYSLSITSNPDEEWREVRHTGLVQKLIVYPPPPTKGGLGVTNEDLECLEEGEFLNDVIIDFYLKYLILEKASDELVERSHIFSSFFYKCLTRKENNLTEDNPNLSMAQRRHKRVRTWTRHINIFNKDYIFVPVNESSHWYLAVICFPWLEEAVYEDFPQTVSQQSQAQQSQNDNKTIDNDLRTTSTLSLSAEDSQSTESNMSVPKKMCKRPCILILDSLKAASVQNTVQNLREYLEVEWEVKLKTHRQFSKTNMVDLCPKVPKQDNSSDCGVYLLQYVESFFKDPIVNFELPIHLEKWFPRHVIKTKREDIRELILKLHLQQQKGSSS
SENP8 block-2: SENP8 protease inhibition | purified SENP8, Z-RLRGG-aminoluciferin cleavage, luminescence | actives 1.2% (n = 330,000) | inhibition, % at 10 µM | AID 2540; in the data active = inhibition above about 50%
SENP1 FRET inh: inhibitors of human SENP1 SUMO protease catalytic domain | actives 0.21% (n = 360,000) | recombinant SENP1 catalytic domain, CyPet-SUMO1-YPet FRET cleavage | inhibition, % at 10 µM | AID 624204 | Q9P0U3;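 active = inhibition at least 30% at 10 µM, raw YFP signal under a set limit, fluorescence ratio 0.5 to 1.5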;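 also: 0% = enzyme with DMSO and 100% = no enzyme wells; some results filed as inactive read as strong as hits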
Target sequence (Q9P0U3 419-644 limits assumed): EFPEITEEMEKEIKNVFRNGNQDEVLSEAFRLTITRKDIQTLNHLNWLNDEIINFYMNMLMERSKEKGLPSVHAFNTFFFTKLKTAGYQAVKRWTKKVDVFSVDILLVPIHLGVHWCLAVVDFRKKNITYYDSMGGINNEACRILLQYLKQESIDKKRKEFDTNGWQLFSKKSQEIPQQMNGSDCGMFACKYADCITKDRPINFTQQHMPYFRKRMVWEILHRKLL
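Compound: 10 µM single point, 0.5% DMSO; Test system: hSENP1 catalytic domain, recombinant; Timing: 50 min reaction at room temperature; Technique: FRET, CFP and YFP emission; Control set: no-enzyme wells low, DMSO-plus-enzyme wells high control.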
An asterisk follows results filed as active; ? = inconclusive; nt = no result given.

The line under a structure holds: SENP8 block-2 | Apaf1 inhib | APOBEC3G inh | SENP7 block | SENP6 block | SENP1 FRET inh | SENP8 block-1 | UBC13 inh
COc1ccc(N(CC(=O)NCc2ccco2)S(C)(=O)=O)cc1
    -1 | -29 | -3 | -1 | -6 | -3 | 14 | 10
CCC(CC)c1nnc(NC(=O)c2cccnc2SC)s1
    -9 | 15 | -9 | -12 | -10 | 0 | 2 | -19
CCN(c1ccccc1)S(=O)(=O)c1ccc(F)cc1
    -8 | -1 | -10 | 0 | -3 | 1 | 9 | -7
CCc1nc2c(n1O)CCc1nonc1-2
    1 | -4 | 2 | -2 | -9 | 2 | 19 | 1
CCCCn1c(=O)[nH]c(=O)c2c(C(=O)OCC)cc(-c3cccs3)nc21
    -3 | 22 | -8 | 2 | -18 | -2 | -413 | 8
CSc1ccc(CNC(=O)C(C)n2nc(C)c3c(C)n(-c4ccccc4)nc3c2=O)cc1 (stereo unspecified)
    11 | 3 | -6 | -4 | 11 | -1 | 7 | 2
CCOc1ccc(OCC)c(S(=O)(=O)NNC(=O)c2c(C)nc3ccccn23)c1
    -3 | -1 | 1 | -2 | 8 | 2 | 13 | 7
COC(=O)c1ccc(N2C(=O)Nc3ccccc3N2O)cc1
    5 | -15 | -6 | 2 | 11 | 0 | 5 | 1
CC(=O)Nc1ccc(NC(=O)C(C)Sc2nc3ccccc3c(=O)n2Cc2ccco2)cc1 (stereo unspecified)
    0 | -2 | -13 | -7 | -13 | 1 | -1 | 6
COc1ccc(NS(=O)(=O)c2ccc(NC(=O)C3CC3)cc2)cc1
    7 | 2 | -3 | -5 | 2 | -1 | 12 | -4
COc1cccc(NC(=O)c2ccc(NC(=O)C3CC(=O)OC34CCCCC4)cc2)c1 (stereo unspecified)
    -1 | -4 | -7 | 7 | -9 | 2 | 7 | 17
COC(=O)CCSCC(=O)Nc1ccc(S(=O)(=O)N2CCOCC2)cc1OC
    -4 | -17 | 3 | 10 | -17 | 2 | -18 | -4
Cc1cc(O)c(C=Nc2cccc(Cl)c2)c(=O)o1
    -1 | 2 | -9 | -1 | -10 | 17 | 0 | 1
O=C(N/N=C/c1ccc(O)cc1)c1csc2c1CCCC2
    -12 | 10 | -7 | 1 | 0 | 1 | -18 | -10
COc1ccccc1N1CCN(CC(=O)NCCc2ccc(S(N)(=O)=O)cc2)CC1
    5 | -8 | -6 | -7 | -17 | 2 | 6 | 5
O=C(O)c1cc(-c2ccc(/C=N/N3C(=O)C4C5C=CC(C6CC56)C4C3=O)o2)ccc1Cl (stereo unspecified)
    2 | 7 | 6 | 6 | -14 | -8 | -45 | -8
CN1CCN(c2ccccc2NC(=O)c2ccc(-c3ccc(Cl)c(Cl)c3)o2)CC1
    1 | 46* | -7 | 6 | -9 | -2 | -27 | 8
COc1ccc(N2CCN(C(=O)COc3ccc4c(C)c(C)c(=O)oc4c3C)CC2)cc1
    -6 | 24 | -9 | 1 | 6 | -1 | -43 | 1
O=C(COc1ccc(Br)cc1)Nc1nnc(-c2cccnc2)s1
    -10 | 1 | -8 | -3 | -32 | nt | nt | -4
COCCN(C(=O)c1ccccc1)c1nc(-c2ccc(OC)cc2)cs1
    3 | 10 | -4 | -2 | 16 | -3 | 11 | 6
CC1CCN(C(=O)COC(=O)CCc2c[nH]c3ccccc23)CC1
    -1 | -6 | -8 | -4 | -32 | 2 | -2 | 7
CCCc1nc2ccc([N+](=O)[O-])cc2[nH]1
    -7 | 5 | -1 | 3 | -30 | 1 | 11 | -8
Cc1ccc(NC(=O)Nc2ccccc2C(=O)NCc2ccccc2)cc1
    42 | -8 | 2 | 73* | 25 | -2 | -145 | 2
C[C@H](CO)N1C[C@H](C)[C@@H](CN(C)Cc2ccc3c(c2)OCO3)Oc2c(NC(=O)C3CCCCC3)cccc2C1=O
    4 | 34 | -5 | 2 | 4 | -3 | 29 | 4
O=C(COC(=O)c1cccc(S(=O)(=O)N2CCOCC2)c1)NCc1ccccc1
    -2 | -4 | -4 | 5 | -11 | 0 | 16 | 6
O=C(Oc1coc(CSc2ncccn2)cc1=O)c1ccc(Br)o1
    -10 | -19 | -5 | 2 | -25 | 2 | -4 | -1
CSCC[C@H](N)C(=O)N1CCC(C(=O)N[C@H](C)C(=O)Nc2ccc(C(C)C)cc2)CC1
    -8 | 5 | 9 | -4 | -21 | 0 | 19 | -2
CCC(C)NC(=S)N1CCN(Cc2ccccc2)CC1 (stereo unspecified)
    -1 | 4 | -3 | 3 | -16 | 2 | 8 | 5
COc1ccc(OCCSc2ccc(S(=O)(=O)N3CCCC3)cn2)cc1
    -4 | 15 | 1 | -1 | 8 | 3 | 5 | -3
O=C(O)c1cc(NC(=O)c2ccc(Br)cc2)cc(NC(=O)c2ccc(Br)cc2)c1
    5 | 5 | 7 | 1 | 7 | -1 | 3 | -6
COC(=O)c1ccccc1NC(=O)NC1CCN(Cc2ccccc2)CC1
    -3 | 8 | -4 | -2 | -12 | 0 | -118 | 2
COC(=O)c1ccc(CS(=O)(=O)c2ccc(C)cc2)cc1
    0 | -1 | -4 | 6 | -7 | -1 | 10 | -1
O=C(CNC(=O)c1sc2ccccc2c1Cl)NCc1cccc(C(F)(F)F)c1
    8 | 4 | -8 | 3 | -1 | -2 | 12 | -3
O=C(/C=C/c1ccc(F)cc1)NCc1cccs1
    -13 | 0 | 0 | -8 | 12 | 0 | 9 | -6
COc1ccc2[nH]c(=O)c(C(c3nnnn3C3CCCCC3)N3CCN(C)CC3)cc2c1 (stereo unspecified)
    3 | 5 | -3 | 7 | -3 | -1 | -313 | 15
COc1ccccc1CCC(=O)Nc1nccs1
    -8 | 3 | -2 | 3 | -12 | -1 | 10 | -9
O=C(COc1ccc(/C=N/NS(=O)(=O)c2ccccc2)cc1)Nc1ccccc1
    5 | -8 | -6 | 4 | -1 | 4 | 21 | 2
O=C(c1cccc(Cl)c1)N1CCN(C(=O)c2ccccc2F)CC1
    1 | 6 | -6 | -5 | -8 | 1 | 11 | 0
CN=C(Nc1cc(Cl)ccc1Cl)SC1CC(=O)N(c2ccc(C(=O)OC)cc2)C1=O (stereo unspecified)
    -7 | 18 | 8 | 6 | -4 | 3 | 25 | -1
Cc1ccc(C(=O)Nc2cccc(C(=O)N/N=C/c3ccc(O)cc3)c2)cc1
    -18 | 17 | -7 | -7 | -6 | 2 | -39 | -9
CCCN1CCN(CCCNC(=O)C2CCCN(c3nc4ccc(OCC)cc4s3)C2)CC1 (stereo unspecified)
    -7 | 9 | -1 | -3 | -8 | 1 | 10 | 1
CCC(C)NC(=O)CN1c2cccc3cccc(c23)S1(=O)=O (stereo unspecified)
    -1 | 6 | -6 | 0 | 5 | 1 | -304 | 7
CN(C)Cc1ccccc1CCc1ccccc1
    -5 | -19 | -7 | -5 | -11 | 2 | 20 | 7
CCOC(=O)c1cn2ccc(C)cc2n1
    -14 | 3 | -9 | -11 | -12 | -6 | -46 | -2
Cc1cc(-c2ccccc2)oc(=O)c1NC(=O)c1ccccc1
    -9 | 6 | -10 | -4 | -11 | 1 | -50 | -9
O=C(NCCCN1CCOCC1)C(c1ccccc1)c1ccccc1
    4 | -2 | 10 | 13 | -16 | 0 | 6 | -7
COc1cccc(NS(=O)(=O)c2cc3[nH]c(=O)c(=O)[nH]c3cc2C)c1
    4 | -2 | -7 | 0 | 0 | -2 | -32 | -18
CCc1ccccc1NC(=S)NC1CC2CCCC(C1)N2Cc1cccs1 (stereo unspecified)
    12 | 0 | -2 | 7 | -2 | 2 | 20 | 9
Cc1[nH]c2ccccc2c1CCNC(=O)c1c(N)no[n+]1[O-]
    6 | 0 | -16 | 9 | -8 | 0 | 6 | 26
CCOc1ccc(C(C)(O)CN2CCOCC2)cc1 (stereo unspecified)
    -5 | 3 | -2 | -6 | 4 | 3 | 18 | -3
CCC(C)/C(C)=N/NC(=O)CNS(=O)(=O)c1ccc([N+](=O)[O-])cc1 (stereo unspecified)
    8 | -3 | -3 | 0 | 0 | 4 | 10 | -1
Cc1ccc(-c2csc(NCCc3nc4cc(Cl)c(Cl)cc4n3CCOCCO)n2)cc1
    6 | 17 | -3 | 1 | 3 | -2 | 8 | 13
COc1ccc(CNC(=O)C2CC(=O)N(c3ccc(OCC(=O)N4CCCCC4)cc3)C2)cc1 (stereo unspecified)
    1 | -8 | -4 | 0 | 0 | -4 | 22 | -1
O=C(CCCCCn1c(=S)[nH]c2ccsc2c1=O)NC1CCCCC1
    0 | -6 | 1 | 1 | -3 | 4 | -4 | ?
CC(C)(C)OC(=O)N1CCN(C(=O)c2nc[nH]c2C(=O)N2CCN(c3ccccc3)CC2)CC1
    -4 | -5 | -9 | 13 | -12 | 1 | 4 | 1
O=C(NCC(=O)N1CCN(c2ccccc2O)CC1)c1ccc2c(c1)OCO2
    -10 | 4 | -7 | -9 | -9 | 1 | 20 | -8
C#CCOCCOCCOCCNc1nc(N2CCN(C(=O)[C@H](CCC(=O)O)n3cc([C@@H](N)[C@H](C)CC)nn3)CC2)nc(N2CCN(C(=O)[C@H](CCCCN)n3cc([C@@H](N)CC(N)=O)nn3)CC2)n1
    -5 | -7 | -6 | 0 | -9 | -1 | 1 | 17
O=C(c1ccc(Cl)cc1)C1CCN(C(=O)c2ccc(F)cc2)CC1
    -1 | 5 | -1 | -13 | -10 | -2 | 14 | -3
CC(=O)Nc1c2c(nn1-c1ccccc1)CS(=O)C2 (stereo unspecified)
    -5 | -4 | -7 | 13 | 2 | 0 | 8 | -1
CCc1cc(/C(Cc2ccccn2)=N\Nc2ccccc2)c(O)cc1O
    -5 | -1 | 42* | -8 | -21 | -27 | -48 | -11

Compound profiles, as listed above. Order of values: SENP8 block-2 | Apaf1 inhib | APOBEC3G inh | SENP7 block | SENP6 block | SENP1 FRET inh | SENP8 block-1 | UBC13 inh
COc1ccc(CNC(=O)C2CC(=O)N(c3ccc(OCC(=O)N4CCCCC4)cc3)C2)cc1 (stereo unspecified) in the list: 1 | -8 | -4 | 0 | 0 | -4 | 22 | -1
CCOC(=O)c1cn2ccc(C)cc2n1 in the list: -14 | 3 | -9 | -11 | -12 | -6 | -46 | -2
COc1cccc(NS(=O)(=O)c2cc3[nH]c(=O)c(=O)[nH]c3cc2C)c1 in the list: 4 | -2 | -7 | 0 | 0 | -2 | -32 | -18
CCC(C)/C(C)=N/NC(=O)CNS(=O)(=O)c1ccc([N+](=O)[O-])cc1 (stereo unspecified) in the list: 8 | -3 | -3 | 0 | 0 | 4 | 10 | -1
CCc1cc(/C(Cc2ccccn2)=N\Nc2ccccc2)c(O)cc1O in the list: -5 | -1 | 42* | -8 | -21 | -27 | -48 | -11

Next entries
The line under a structure holds: SENP8 block-2 | Apaf1 inhib | APOBEC3G inh | SENP7 block | SENP6 block | SENP1 FRET inh | SENP8 block-1 | UBC13 inh
O=C(CSc1cnc2ccccc2n1)c1ccc(F)cc1
    6 | 8 | -4 | -2 | 7 | 7 | 16 | 25
COc1cccc(-c2cc(C(=O)Nc3cc(C)nn3-c3ccccc3)no2)c1
    1 | 13 | -10 | -3 | -15 | 1 | 16 | 4
COC(=O)C1=C(C)NC(=O)NC1c1ccc(-c2ccccc2Cl)o1 (stereo unspecified)
    -1 | 4 | 1 | 3 | 5 | -18 | -47 | 5
O=C(C[C@@H]1C/C=C\C[C@@H](NC(=O)OCC2c3ccccc3-c3ccccc32)C(=O)OC[C@@H](Cc2ccccc2)NC1=O)NCCO
    -1 | 7 | -4 | -4 | -19 | -3 | -1 | -15
O=C1C2CC=CCC2C(=O)N1c1nc2n(n1)C(c1ccccc1)CC(c1ccccc1)N2 (stereo unspecified)
    2 | 4 | -1 | 2 | 15 | 5 | 0 | 6
